# 14-3-3g Raf = alters human 14-3-3 gamma binding to Raf peptide; P61981; FP, 14-3-3gamma / TMR-pS259-Raf peptide binding; inhibition, % at 40 µM; 160,000 compounds, 0.19% hits; in the data active = inhibition above about 30%;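 also: 0% = protein plus tracer without compound and 100% = blank with tracer alone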
# Target sequence (P61981 whole entry, looked up): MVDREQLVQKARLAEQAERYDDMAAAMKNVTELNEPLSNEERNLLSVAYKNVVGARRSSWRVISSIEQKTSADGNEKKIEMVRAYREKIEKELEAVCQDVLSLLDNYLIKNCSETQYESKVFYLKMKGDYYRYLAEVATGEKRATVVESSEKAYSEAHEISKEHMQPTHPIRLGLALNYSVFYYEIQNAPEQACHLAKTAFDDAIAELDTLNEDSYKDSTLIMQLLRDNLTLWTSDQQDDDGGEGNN
# Numbers without * were called inactive; & = joins results of further samples. A portion of the library; count on the stated rates, not on these rows.
cpd | Compound | 14-3-3g Raf
1 | O=C(Nc1nc(-c2ccc(F)cc2)cs1)c1ccc(S(=O)(=O)N2CCc3ccccc32)cc1 | -48
2 | Cc1ccc(S(=O)(=O)NCc2ccc(C(=O)N3CCN(c4ccc([N+](=O)[O-])cc4)CC3)cc2)cc1 | -2
3 | CC1CCc2c(sc3nc(=S)sc(N)c23)C1 (centres undefined) | -13
4 | Cc1ccc2nc(-c3ccncc3)c(NC3CCCC3)n2c1 | -4
5 | O=C1c2ccccc2NC(c2ccc(Cl)cc2Cl)N1O (centres undefined) | 4
6 | Cc1ccc(C(C)C)c(OCC(=O)Nc2ccc(C)c(C)c2)c1 | -11
7 | CCOc1ccc(NC(=O)c2c(NC(=O)c3cccs3)sc3c2CCCCC3)cc1 | -31
8 | COCCCn1c(-c2ccccc2)nc2ccccc2c1=O | -7
9 | O=C1Nc2ccccc2Oc2cc([N+](=O)[O-])cc(Oc3ccc(Cl)cc3)c21 | -87
10 | CCOC(=O)Cc1nnc(NC(=O)CSc2nncn2C)s1 | -1
11 | Cc1ccc(-n2c(-c3ccncc3)nnc2-c2cccs2)cc1 | -6
12 | C=C(C)CSc1nc(C)c(Cc2ccccc2)c(=O)[nH]1 | -7
13 | Cc1cccc(CN2C(=O)c3ccccc3Sc3ccc(C(=O)NCc4cccs4)cc32)c1 | -10
14 | CCOc1sc2nc(C)n(CC(=O)Nc3ccc(Br)cc3)c(=O)c2c1C | -26
15 | COc1ccc(CN2CCN(C(=O)c3ccco3)CC2)cc1OC | -2
16 | CCOC(=O)C1=C(C)NC2=C(C(=O)C(C(=O)OCC)C(c3ccc(OC)cc3)C2)C1c1ccc(Br)cc1 (centres undefined) | 5
17 | CC1CCN(S(=O)(=O)c2ccc3ncn(CC(=O)Nc4ccc(C(F)(F)F)cc4)c(=O)c3c2)CC1 | 0
18 | COC(=O)c1ccc(CSc2nc(N)cc(N)n2)cc1 | -14
19 | CCCOc1ccc(C2NC(=O)NC(C)=C2C(=O)OC2CCCCCCC2)cc1OC (centres undefined) | 4
20 | CCOC(=O)c1sc2nc(C)cc(C)c2c1N(C(C)=O)C(C)=O | 2
21 | O=S(=O)(Nc1ccccc1F)c1ccc2c(c1)C1C=CCC1C(c1ccc(F)cc1)N2 (centres undefined) | -220
22 | CCS(=O)(=O)NCCCc1ccccc1 | 1
23 | Fc1ccc(C2=Nn3c(COc4ccc(Cl)cc4)nnc3SC2)cc1 | -6
24 | O=C(NC1CCS(=O)(=O)C1)C(=O)NC1CCS(=O)(=O)C1 (centres undefined) | -5
25 | Cc1ccc(-c2nnc3sc(C4COc5ccccc5O4)nn23)cc1 (centres undefined) | -10
26 | O=C(CN1C(=O)C2CC=C(Cl)CC2C1=O)N1CCCCC1 (centres undefined) | -4
27 | CCCCn1cnc2cc(NCc3ccncc3)ccc21 | 0
28 | Cc1ccc2oc(-c3cc(NC(=O)c4cccnc4)ccc3O)nc2c1 | -46
29 | Cc1cc(C)c2nc(C(F)(F)F)nc(NCCCN3CCCC3=O)c2c1 | -3
30 | COc1ccc(C2CC(C(F)(F)F)n3ncc(C(=O)Nc4cc5c(cc4C(C)O)OCO5)c3N2)cc1OC (centres undefined) | -11
31 | COc1ccc(C2CC(=O)C3=C(C2)NC(C)=C(C(=O)OC(C)C)C3c2cc3c(cc2Br)OCO3)cc1 (centres undefined) | 4
32 | O=C(NCCc1c[nH]c2ccccc12)c1ccc(Cn2c(=S)[nH]c3cc4c(cc3c2=O)OCO4)cc1 | -35
33 | CCOC(=O)C1CCN(C(=O)CN2C(=O)COc3ccc(C(C)(C)C)cc32)CC1 | -2
34 | CCN(CC)CCNc1ccnc2ccc([N+](=O)[O-])cc12 | -6
35 | CC(C)(C)C(=O)Nc1c2c(nn1-c1ccc(Cl)cc1)CSC2 | 15
36 | O=C(CC1N=C2c3ccccc3N=C(SCc3cccc([N+](=O)[O-])c3)N2C1=O)NCc1ccco1 (centres undefined) | -8
37 | O=C(C1CCN(S(=O)(=O)c2cccc3nsnc23)CC1)N(CCc1ccccc1)Cc1ccccc1 | -25
38 | O=C(c1ccc(Cn2cc(Cl)cn2)cc1)N1CCN(c2ccccc2)CC1 | -10
39 | O=C(NCc1ccco1)Nc1ccc2nsnc2c1 | 3
40 | COc1cc2c(cc1OC)C(C(=O)N1CCN(c3ccccc3OC)CC1)C(c1ccc(SC)cc1)N(C)C2=O (centres undefined) | -2

# Looked up by compound from above:
cpd | Compound | 14-3-3g Raf
3 | CC1CCc2c(sc3nc(=S)sc(N)c23)C1 (centres undefined) | -13
19 | CCCOc1ccc(C2NC(=O)NC(C)=C2C(=O)OC2CCCCCCC2)cc1OC (centres undefined) | 4

# The listing continues:
cpd | Compound | 14-3-3g Raf
41 | O=C(NCCc1ccccc1)c1cc2c(ccc3ccccc32)o1 | -4
42 | Fc1cccc(NCc2ccoc2)c1 | -7
43 | CCc1ccc(NC(=O)c2ccc(N3CCCCC3)c([N+](=O)[O-])c2)cc1 | -5
44 | O=C(CNc1ccccc1-c1nc2ccccc2[nH]c1=O)NCCc1ccccc1 | -8
45 | CCCC(=O)Nc1ccc(NC(=O)Cc2ccccc2)cn1 | -4
46 | Nc1ccc(-c2cc(N)n(-c3ccccc3)n2)cc1 | -7
47 | CCCS(=O)(=O)N1CCC(C(=O)N2CCCC2)CC1 | -3&-1
48 | Cn1cc(S(=O)(=O)CC(=O)N2CCOCC2)c2ccccc21 | 7
49 | Cn1c(CN2CCCCC2)nc2cc(NC(=O)c3ccccc3)ccc21 | -11
50 | CC(=O)c1c(Cl)nc2cccc3c2c1-c1ccccc1C3=O | -4
51 | CN1CCc2c(c3ccccc3n2Cc2ccccc2)C1 | 2
52 | COCCNc1oc(COc2cccc(C)c2)nc1C#N | -1
53 | COc1ccccc1C(=O)N=C(c1ccccc1)c1ccccc1 | -2
54 | CSc1nnc2c(n1)OC(c1ccccc1F)Nc1ccccc1-2 (centres undefined) | -7
55 | O=S(=O)(Nc1ccccn1)c1cccc(S(=O)(=O)c2ccccc2)c1 | -2
56 | COC(=O)CN1C(=O)c2ccccc2S1(=O)=O | -4
57 | Cc1c(Cl)cccc1NC(=O)c1ccc(Br)cc1 | -10
58 | CC(=O)C1=C(O)C(=O)N(CCN2CCNCC2)C1c1ccccc1 (centres undefined) | -4
59 | COc1cc(C2CC(=O)C3=C(C2)Nc2ccccc2NC3c2ccc(NC(C)=O)cc2)cc(OC)c1OC (centres undefined) | -4
60 | CCOc1ccc(NC(=O)c2cnn3c2NC(c2ccc(C)cc2)CC3C(F)(F)F)cc1 (centres undefined) | -3
61 | CCCCCC[C@@H]([C@@H](C)O)n1cnc2c(N)ncnc21 | -5
62 | Cc1ccc(C(=O)Nc2sc3c(c2C(=O)NCC2CCCO2)CCCC3)cc1 (centres undefined) | -19
63 | CC1=CCC(Cc2nc3ccccc3o2)C1(C)C (centres undefined) | -16
64 | COc1ccccc1N1CCN(C(=O)C(NS(=O)(=O)c2cccs2)C(C)C)CC1 (centres undefined) | -9
65 | COC(=O)c1cc2sccc2n1Cc1ccc(C)cc1 | -1
66 | CC1(C)CC(=O)C(C=NCCN2CCOCC2)=C(O)C1 | 3
67 | COc1ccc(N2C(=O)c3cccc4c(Cl)ccc(c34)C2=O)cc1 | -3
68 | COCCn1c(=O)[nH]c2cc(C(=O)NCc3ccc4c(c3)OCO4)ccc2c1=O | -4
69 | CCOC(=O)c1cnc2c(ccc3ccccc32)c1Nc1cccc(C(C)=O)c1 | 1
70 | CC(C)OC(=O)CSc1nnc(-c2ccc(Cl)cc2Cl)n1N | -6
71 | Cc1ccc2nc(-c3cccc(-c4nc5ccc(C)cc5o4)c3)oc2c1 | -21
72 | CCOC(=O)c1nn(-c2ccc(Br)cc2)cc1C(=O)c1nc2ccccc2s1 | -6
73 | COC(=O)Cn1c2ccc(Br)cc2c2nc3ccccc3nc21 | 18
74 | Cc1ccc(-n2nc(C)c(C3C(C#N)=C(N)OC4=C3C(=O)CC(C)(C)C4)c2Cl)cc1 (centres undefined) | -3
75 | CCCOc1ccc(C2NC(=S)NC(c3ccccc3)=C2C(=O)OCC)cc1OC (centres undefined) | 2
76 | c1ccc(CN2CCN(Cc3ccccc3)C2c2cccnc2)cc1 | -4
77 | Cc1nnc(Nc2ccccc2)[nH]c1=O | -5
78 | Cc1cccc(NC(=O)C2CCN(c3nccc(C)n3)CC2)c1 | -1
79 | Cc1c(CC(C)C)c(=O)oc2cc(OCC(=O)c3ccccc3)ccc12 | 3
80 | Nc1ncc2c(n1)CC(c1ccccc1)CC2=O (centres undefined) | -10
81 | CCCNC(=O)c1cnn2c(C)c(Cc3ccccc3)c(C)nc12 | -1
82 | CCc1ccc(CN2CCC(N3CCN(c4ccccc4OC)CC3)CC2)cc1 | 4
83 | CCOC(=O)CNC(=O)CSc1nc(N)cc(N)n1 | 2
84 | Cn1c(=O)c2c(nc(N3CCCCC3)n2CCNC2=NCCC2)n(C)c1=O | 0
85 | CCN(CC)c1ccc(C=Nc2ccc(Nc3ccccc3)cc2)c(O)c1 | -99
86 | COc1cccc(N=c2oc3c(C)ncc(CO)c3cc2C(=O)Nc2ccc(C)cc2)c1 | -4
87 | O=C1c2ccccc2C(=O)C1c1nccc2ccccc12 | -10&-64
88 | Cc1[nH]c2ccccc2c1C(=O)CN1CCCC1 | 1
89 | Cc1cccc(C(=O)Nc2ccc(S(=O)(=O)Nc3nc(C)cc(C)n3)cc2)c1 | -8
90 | Cc1cc2nc(NC3=NCN(Cc4cccnc4)CN3)nc(C)c2cc1C | -6
91 | CCOc1ccc(-c2nnc(Nc3ccc(C(=O)N(C)C)cc3)c3ccccc23)cc1 | 0
92 | CCN(CC)c1ccc2cc(C(=O)Nc3ccc(C)cc3)c(=O)oc2c1 | -9
93 | O=C(COc1ccc(Cl)cc1)Nc1c2c(nn1-c1ccc([N+](=O)[O-])cc1)CSC2 | -3
94 | CCOC(=O)C1=C(C)NC2=C(C(=O)CC(C)(C)C2)C1c1ccc([N+](=O)[O-])cc1 (centres undefined) | 1
95 | O=C1CCCC(O)=C1C=Nc1ccc(O)cc1 | -3
96 | O=C(COc1ccc(Cl)cc1Cl)Nc1ccccn1 | -7
97 | CC1=C(C(=O)N2CCCCC2)C(c2ccc(C)cc2)n2c(nc3ccccc32)N1 (centres undefined) | -6
98 | O=C(O)C1C2C=CC(O2)C1C(=O)Nc1ccc(S(=O)(=O)Nc2ccccc2)cc1 (centres undefined) | -2
99 | Cc1cc(NC(=NS(=O)(=O)c2ccccc2)c2ccccc2)no1 | -1
100 | O=C1c2ccccc2NC2CCCCCN12 (centres undefined) | -3

# Reformatted: results already given.
85	CCN(CC)c1ccc(C=Nc2ccc(Nc3ccccc3)cc2)c(O)c1
  14-3-3g Raf: -99
86	COc1cccc(N=c2oc3c(C)ncc(CO)c3cc2C(=O)Nc2ccc(C)cc2)c1
  14-3-3g Raf: -4
87	O=C1c2ccccc2C(=O)C1c1nccc2ccccc12
  14-3-3g Raf: -10&-64
88	Cc1[nH]c2ccccc2c1C(=O)CN1CCCC1
  14-3-3g Raf: 1

# Returning to the listing with the 5 entries that preceded the break.
cpd | Compound | 14-3-3g Raf
96 | O=C(COc1ccc(Cl)cc1Cl)Nc1ccccn1 | -7
97 | CC1=C(C(=O)N2CCCCC2)C(c2ccc(C)cc2)n2c(nc3ccccc32)N1 (centres undefined) | -6
98 | O=C(O)C1C2C=CC(O2)C1C(=O)Nc1ccc(S(=O)(=O)Nc2ccccc2)cc1 (centres undefined) | -2
99 | Cc1cc(NC(=NS(=O)(=O)c2ccccc2)c2ccccc2)no1 | -1
100 | O=C1c2ccccc2NC2CCCCCN12 (centres undefined) | -3
101 | Cc1c(NC(=O)COc2ccc(Cl)cc2C2CCCCC2)c(=O)n(-c2ccccc2)n1C | 0
102 | O=C1CSC(c2ccc(Br)cc2)N1c1cccc(F)c1 (centres undefined) | -1
103 | CCOc1ccc(NC(=O)NCc2cccn2C)cc1 | -1
104 | COc1cc2c(cc1OC)CN(C(=O)C1(c3ccccc3)CC1)CC2 | -1
105 | CCN(CC)CCN1C(=O)C(O)=C(C(=O)c2ccco2)C1c1ccccn1 (centres undefined) | -3
106 | CCCOc1ccc(N2C(=O)CC(NCCNc3ccc(S(=O)(=O)CC)cc3)C2=O)cc1 (centres undefined) | 1
107 | CC(=O)Nc1ccc(S(=O)(=O)Nc2cccc(-c3nc4cc(C)ccc4o3)c2)cc1 | -7
108 | O=C1C(=O)N(Cc2ccc([N+](=O)[O-])cc2)c2ccccc21 | -1
109 | COc1ccccc1NC(=O)c1cccc(S(=O)(=O)N2CCOCC2)c1 | -20&-2
110 | COc1ccc(CNC(=O)CN(c2cccc(OC)c2)S(C)(=O)=O)cc1 | -3
111 | O=C(NCc1cccs1)C1CC(=O)N(c2ccccc2)C1 (centres undefined) | 4
112 | COc1ccc(Cl)cc1-n1c(CCC(=O)O)ccc1-c1cccs1 | -31
113 | Cc1cc(Br)ccc1NC(=O)c1n[nH]c(=O)c2ccccc12 | -2
114 | O=C(COC(=O)C1CC(=O)N(c2ccc(Cl)cc2)C1)c1ccccc1 (centres undefined) | -6
115 | COc1ccc(-c2nc(C#N)c(NCCN(C)C)o2)cc1 | -4
116 | O=C(Nc1cccc(OC(F)(F)F)c1)c1cccnc1 | 1
117 | COC(=O)c1ccccc1NC(=O)c1ccc(F)cc1 | -19
118 | C=CCc1ccccc1OCC(O)CN1CCN(C(C)=O)CC1 (centres undefined) | 1
119 | CSc1ccc(CN2CCN(Cc3cccc([N+](=O)[O-])c3)CC2)cc1 | -6
120 | COC(=O)c1cc(C(=O)Nc2c(C)cc(C)cc2C)cc([N+](=O)[O-])c1 | 0
121 | Cc1ccccc1OCC(=O)Nc1ccc(-c2nc3cc(C(C)C)ccc3o2)cc1 | -3
122 | Cc1c(C(=O)Nc2sc3c(c2C#N)CCCC3)cccc1[N+](=O)[O-] | -43
123 | CCOC(=O)c1cc2sccc2n1CCCN1C(=O)c2ccccc2C1=O | -5
124 | CCN1CCN(C(=O)C2CCC(=O)N2C2CCCC2)CC1 (centres undefined) | -5
125 | O=C(CC1SC(=Nc2ccc(O)cc2)NC1=O)Nc1ccccc1 (centres undefined) | -3
126 | O=C(O)c1ccc(NS(=O)(=O)/C=C/c2ccccc2)cc1 | -11
127 | O=C(NCc1ccc(F)cc1)c1ccc(NCC2CCCO2)c([N+](=O)[O-])c1 (centres undefined) | -15
128 | CCOC(=O)c1[nH]c2ccc(OC)cc2c1NC(=O)C(C)N1CCC2(CC1)OCCO2 (centres undefined) | -1
129 | Cc1coc(C)c1C(=O)CC1(O)C(=O)N(Cc2ccccc2)c2ccccc21 (centres undefined) | -7
